# Assay outcomes deposited in PubChem by National Center for Advancing Translational Sciences (NCATS).
# CHX counter = counter-screen hit for Shiga toxin inhibitors, cycloheximide; cell reporter, cycloheximide protein synthesis inhibition counterscreen; AID 2314; max response, %; hit rate 12% among 300,000; in the data active = max response mostly above about 13%, no sharp cut-off; inactive = mostly below about 14%; note: read at 38.3 µM for the half of the compounds with a filed dose; 0% is about no effect
# Tb PYK inh = inhibitors of Trypanosoma brucei pyruvate kinase; TbPYK enzyme, Kinase-Glo Plus ATP luminescence, 45 min; AID 624173; hit rate 0.12% among 410,000; Q57TT1; Potency, µM (titrated, usually from 76.8 µM), without a hit: at the highest dose activity, negative = inhibition, hits mostly inhibitors; note: potency is the fitted concentration of half-maximal effect; % is set by controls: 0 for no effect and ±100 for the full control effect; nearly all actives have a fitted effect of over 50% in size
#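 Luminescence from Kinase-Glo Plus, added after a 45-minute room-temperature reaction, served as the end-point read-out. The enzyme and substrate were preincubated with compound before ADP (130 uM final) initiated turnover. Concentration-effect curves came from normalized qHTS data.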
# Pf growth 96h = P. falciparum growth inhibition at 96 hour, primary screen for plastid delayed-death inhibitors; P. falciparum luciferase reporter growth, 96 h; Potency, µM (highest dose often 28.7 µM), inactives show at the highest dose activity change, negative = inhibition, usual class: inhibitors; hit rate 6.9% among 320,000; AID 504834; note: potency is the fitted concentration of half-maximal effect; % is set by controls: 0 for no effect and ±100 for the full control effect
#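 Infected RBCs, 2% Hct / 0.05% parasitemia final; luciferase-reporter P. falciparum; cpd 96 h, 37 C, 5% CO2; luciferase detection reagent; luminescence.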
# HCV inhibitor = blocks hepatitis C virus; hit rate 3.4% among 340,000; Potency, µM (top dose mostly 41.8 µM), without a hit: at the highest dose activity change, negative = inhibition, usual class: inhibitors; Huh7.5.1 HCVcc-Cre infection, luciferase reporter, 44 h; note: potency is the fitted concentration of half-maximal effect; % is set by controls: 0 for no effect and ±100 for the full control effect
#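 Luciferase read-out (15 sec integration) after a 15 min room-temperature substrate step quantifies HCVcc-Cre infection. Cells, 1,000 per well, had compound added 4 h post-plating, then virus at ~0.5 moi, and were cultured 44 h.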
# LmPK inhibitor = inhibitors of Leishmania mexicana pyruvate kinase | hit rate 0.37% among 290,000 | Q27686 | Potency, µM (series often up to 57.5 µM), inactives show at the top dose activity change, negative = inhibition, usual class: inhibitors | AID 1721 | purified LmPK, Kinase-Glo ATP luminescence, 1 h; note: potency is the fitted concentration of half-maximal effect; % is set by controls: 0 for no effect and ±100 for the full control effect
# Target sequence (Q27686 whole entry, looked up): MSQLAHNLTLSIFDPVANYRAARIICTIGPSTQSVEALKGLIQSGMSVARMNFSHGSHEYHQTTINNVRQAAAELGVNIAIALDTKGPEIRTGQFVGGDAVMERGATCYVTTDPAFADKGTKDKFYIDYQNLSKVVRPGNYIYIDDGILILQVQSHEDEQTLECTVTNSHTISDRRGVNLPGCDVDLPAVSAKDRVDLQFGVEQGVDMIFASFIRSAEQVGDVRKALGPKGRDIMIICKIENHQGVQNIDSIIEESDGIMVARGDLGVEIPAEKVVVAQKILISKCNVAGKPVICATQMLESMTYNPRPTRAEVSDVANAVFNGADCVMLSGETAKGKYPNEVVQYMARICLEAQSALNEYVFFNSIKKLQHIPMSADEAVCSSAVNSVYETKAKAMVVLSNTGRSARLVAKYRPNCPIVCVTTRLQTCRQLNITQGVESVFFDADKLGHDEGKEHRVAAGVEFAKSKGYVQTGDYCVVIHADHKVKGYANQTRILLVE
#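 qHTS format; LmPK 0.1 nM; substrates PEP 0.5 mM and ADP 0.1 mM. One-hour room-temperature incubation, then coupled luciferase luminescence; 0.5 nM enzyme wells mark activation.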
# Pf growth 48h = inhibits P. falciparum growth in the first generation, 48 h | Potency, µM (doses to about 28.7 µM), inactives show at the top dose activity change, negative = inhibition, usual class: inhibitors | P. falciparum luciferase growth in erythrocytes, 48 h | hit rate 5.9% among 310,000; note: potency is the fitted concentration of half-maximal effect; % is set by controls: 0 for no effect and ±100 for the full control effect
#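 Here the parasites carry a stable luciferase gene and grow inside erythrocytes in Albumax-based RPMI medium with compound for one erythrocytic cycle. Activity is scored as loss of luminescent signal.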
# Shiga inhibitor = Shiga toxin inhibition; Vero cells, Shiga toxin protein synthesis inhibition reporter; inhibition, % at 38.7 µM; hit rate 9.2% among 290,000; in the data active = inhibition mostly above about 28%, no sharp cut-off; inactive = mostly below about 43%; note: 0% is about no effect
# Numbers without * were called inactive; i = inactive; ? = inconclusive; / = not tested or not shown; & = joins results of further samples; [ ] = dose if it differs, or a comment. Unless noted, calls come from the whole dose curve; as a rule, active = well fitted curve in the direction sought with a large enough effect; inconclusive = small, poorly fitted or top-dose-only effect, or another doubt; inactive = no such curve, though single readings can be large; an effect the other way counts as inactive or inconclusive.
SMILES,CHX counter,Tb PYK inh,Pf growth 96h,HCV inhibitor,LmPK inhibitor,Pf growth 48h,Shiga inhibitor
CC1Cc2nc(SCC(=O)NC3CCCCC3)n(C)c(=O)c2S1 (stereo unspecified),1,4%,?,-21%,13%,-46%,-1
COc1cccc2cc(C(=O)NCCC3=CCCCC3)c(=O)oc12,9,-21%,?,2%,-3%,8%,11
CCCCNC(=O)c1onc(CSc2ccccc2)c1C(=O)O,-2,-4%,39%[activator],4%,15%,36%[activator],-5
Cc1ccc(/C=N/N2CCOCC2)s1,46*,-3%,92%[activator],9%,-10%,i,68*
Cc1ccc(N2C(=O)CC(Nc3ccccc3)C2=O)cc1 (stereo unspecified),1,-1%,/,8%,7%,-6%,-13
CCn1c(SCC(=O)NCc2ccco2)nc2ccccc2c1=O,-2,-1%,7%,-7%,9%,-7%,-5
CC1Cc2nc(SCC(=O)NCc3ccccc3)n(Cc3ccccc3)c(=O)c2S1 (stereo unspecified),5,0%,?,?,1%,?,23
CCS(=O)(=O)c1ccc(O)c(NC(=O)COc2ccc(Cl)cc2)c1,-2,5%,9%,7%,0%,7%,8
CN1C(=O)OC(C)(CCc2ccccc2)C1(C)O (stereo unspecified),-1,1%,-12%,9%,-5%,35%[activator],-10
COc1cc(NC(=O)c2ccccc2Cl)ccc1NC(=O)c1ccco1,41*,5%,440%[activator],-41%,4%,123%[activator],59

# Exported with values under each structure: part of the list above.
# Under each structure – CHX counter, Tb PYK inh, Pf growth 96h, HCV inhibitor, LmPK inhibitor, Pf growth 48h, Shiga inhibitor
> Cc1ccc(N2C(=O)CC(Nc3ccccc3)C2=O)cc1 (stereo unspecified)
→ 1, -1%, /, 8%, 7%, -6%, -13
> CCn1c(SCC(=O)NCc2ccco2)nc2ccccc2c1=O
→ -2, -1%, 7%, -7%, 9%, -7%, -5
> CC1Cc2nc(SCC(=O)NCc3ccccc3)n(Cc3ccccc3)c(=O)c2S1 (stereo unspecified)
→ 5, 0%, ?, ?, 1%, ?, 23

# Other entries:
SMILES,CHX counter,Tb PYK inh,Pf growth 96h,HCV inhibitor,LmPK inhibitor,Pf growth 48h,Shiga inhibitor
COc1ccc(/C=C/C(=O)NCCCn2ccnc2)cc1,1,2%,93%,21%,-6%,24%,20
CCn1c(SCC(=O)NCc2ccco2)nnc1C(C)C,9,-6%,?,-11%,4%,13%,32
COc1ccc(NC(=O)CN(C)C(C)C(=O)N2CCCCC2)cc1 (stereo unspecified),-3,33%[activator],/,1%,-7%,10%,-5
COc1ccc(NC(=O)c2cc(C)on2)cc1OC,-1,0%,/,?,-13%,33%[activator],28*
Cc1ccccc1NC(=O)COC(=O)C1C2CC3OC(=O)C1C3C2 (stereo unspecified),8,0%,-3%,-12%,1%,13%,-2
COC(=O)c1ccc(NC(=O)Cc2ccc(C)cc2)cc1,9,0%,42%[activator],6%,3%,/,26
O=C(CC1SC(=O)NC1=O)Oc1ccc(/C=N/NC(=O)c2ccccc2O)cc1 (stereo unspecified),23*,-10%,0%,19%,-8%,-1%,36*
COc1cc2c(cc1OC)-c1c(OC)c(OC)cc3c1[C@H](C2)N(C)CC3,-5,-1%,3.7µM*,-26%,2%,?,-16
O=C(NC(=S)NC1CCN(Cc2ccccc2)CC1)c1ccc(F)cc1,-4,6%,?,?,-4%,/,-5
CCCCC(CC)COC(=O)c1ccc(N(C)C)cc1 (stereo unspecified),/,0%&7%,3%&5%,?,/,19%&-1%,/

# An excerpt of these results, with each value named.
> COc1ccc(/C=C/C(=O)NCCCn2ccnc2)cc1
  CHX counter: 1
  Tb PYK inh: 2%
  Pf growth 96h: 93%
  HCV inhibitor: 21%
  LmPK inhibitor: -6%
  Pf growth 48h: 24%
  Shiga inhibitor: 20
> CCn1c(SCC(=O)NCc2ccco2)nnc1C(C)C
  CHX counter: 9
  Tb PYK inh: -6%
  Pf growth 96h: ?
  HCV inhibitor: -11%
  LmPK inhibitor: 4%
  Pf growth 48h: 13%
  Shiga inhibitor: 32
> COc1ccc(NC(=O)c2cc(C)on2)cc1OC
  CHX counter: -1
  Tb PYK inh: 0%
  Pf growth 96h: /
  HCV inhibitor: ?
  LmPK inhibitor: -13%
  Pf growth 48h: 33%[activator]
  Shiga inhibitor: 28*
> CCCCNC(=O)c1onc(CSc2ccccc2)c1C(=O)O
  CHX counter: -2
  Tb PYK inh: -4%
  Pf growth 96h: 39%[activator]
  HCV inhibitor: 4%
  LmPK inhibitor: 15%
  Pf growth 48h: 36%[activator]
  Shiga inhibitor: -5

# (continued)
SMILES,CHX counter,Tb PYK inh,Pf growth 96h,HCV inhibitor,LmPK inhibitor,Pf growth 48h,Shiga inhibitor
Cc1cc(C)n(-c2ccc(S(=O)(=O)N3CCOCC3)cc2[N+](=O)[O-])n1,1,-3%,0%,-13%,4%,22%,-15
CCc1noc(C)c1C(=O)NNC(=O)c1ccccc1,/,-4%,-21%,7%,/,-12%,/
COC(=O)CCC(=O)Nc1ccc(Br)cc1,-3,1%,?,-2%,2%,12%,-6
CCOc1ccc(S(=O)(=O)Nc2nc3ccccc3nc2Cl)cc1,1,0%,25%,-9%,-1%,24%,1
O=C(Nc1ccccc1C(=O)N1CCN(c2cccc(Cl)c2)CC1)C1=CSCCO1,0,1%,?,?,1%,?,-11
CC(C)(C)[C@H]1C=C(C(=O)N2CCOCC2)O[C@@H](OCCCCO)C1,-3,1%,29%,12%,-2%,-17%,14
O=C(Nc1ccccc1)c1ccc2nsnc2c1,29*,0%,100%[activator],-3%,-30%,72%[activator],65*
COc1nccnc1NS(=O)(=O)c1ccc(NCc2cc(Br)ccc2O)cc1,37*,9%,3%,-13%,-5%,?,57*
CCCOc1ccc(C(=O)c2ccccc2C(=O)O)cc1OCCC,-2,1%,?,0%,0%,-23%,9
COc1ccc(CN(C)CC(=O)Nc2ccccc2C(=O)NC2CC2)cc1OC,/,4%,-5%,38%[activator],/,-6%,/
Cc1ccc(NC(=O)c2nc[nH]c2C(=O)Nc2ccc(C)cc2)cc1,-3,-5%,64%[activator],9%,1%,?,-6
Cc1ccc(NC(=O)CN(C)C(=O)c2cccc(S(=O)(=O)NCc3ccco3)c2)cc1,/,-4%,9.3µM*,-6%,/,-6%,/
C=CC(C)(O)CCCC(C)CCCC(C)CCCC(C)C (stereo unspecified),/,-1%,?,3%,/,14%,/
NC(=O)c1ccsc1NC(=O)C1CCCCC1,0,3%,-27%,-11%,10%,/,22
C=C1SC(=Nc2ccccc2Cl)N(C(=O)c2sc3ccccc3c2Cl)C12CCCCC2,25*,/,?,/,5%,5.9µM*,43
O=C(NC1CCCCC1)Oc1cc2oc(=O)sc2cc1Br,9,?,-14%,-2%,0%,12%,47
Cc1ccc(Sc2nc(C)c([N+](=O)[O-])c(C)c2C#N)cc1,-2,4%,?,-10%,8%,?,-15
CCCCn1c(N)c(N(CC(C)C)C(=O)CSc2ccc([N+](=O)[O-])cc2)c(=O)[nH]c1=O,/,-4%,9%,1%,/,-4%,/
CCOc1ccc(NC(=O)CN(C)C(=O)c2ccncc2)cc1OCC,-3,-1%,?,8%,-11%,9%,-13
O=C(CSc1ncnc2ccccc12)NCC(=O)c1ccccc1,16,-3%,?,-2%,9%,40%[activator],18
Cc1ccc(NC(=O)c2cccc(NC(=O)CC3SC(N4CCCCC4)=NC3=O)c2)nc1 (stereo unspecified),/,1%,?,?,/,-21%,/
CCCOc1ccccc1OCC(=O)N1CCN(S(=O)(=O)c2ccc(Cl)cc2)CC1,/,4%,?,1%,/,?,/
Cc1ccc2occ(/C=N/NC(=O)[C@@H](N)Cc3ccccc3)c(=O)c2c1,0,-2%,-13%,-12%,2%,?,-5
Cc1ccc(CS(=O)(=O)CCC(=O)NCCCN2CCCC2)cc1,-3,7%,?,15%,-8%,21%,-19
CCOC(=O)c1ccc(NC(=O)c2cn(CCC#N)nc2-c2ccc3c(c2)OCCO3)cc1,-2,-7%,?,-9%,-1%,?,-8
Cc1ccccc1NC(=S)N1CCCCCC1,5,-2%,?,3%,-5%,13%,-10
COC(=O)c1cccc(NC(=O)CN2CCC(NC(=O)c3cc(OC)c(OC)c(OC)c3)CC2)c1,2,7%,/,-17%,3%,?,2
O=C(Cn1nc(C(F)(F)F)c2c1CCCC2)NC1CCCC1,-2,-11%,0%,14%,-3%,42%[activator],-8
CCCCCCn1c(CN2CCN(CCO)CC2)nc2c1c(=O)n(C)c(=O)n2C,1,-13%,-14%,10%,1%,?,-10
O=C(NCc1cccnc1)c1ccc(Cl)cc1[N+](=O)[O-],-4,-11%,?,-4%,-1%,18%,13
COc1cccc(NC(=O)c2ccc(S(=O)(=O)NCc3cccnc3)cc2)c1,-3,3%,3%,10µM*,-6%,13%,2
CCN(c1ccccc1)S(=O)(=O)c1cccc(C(=O)NCc2ccncc2)c1,/,5%,1%,?,/,-12%,/
CC(C)C(C)NC(=O)COn1nnc2ccc(S(=O)(=O)N3CCOCC3)cc21 (stereo unspecified),/,2%,?,2%,/,-6%,/
COc1ccc(/C(C)=N/N=C(N)N)c(O)c1,-1,-7%,?,-9%,-2%,-14%,12
Cc1cc(C)c2c(c1)cc(C)c1nnc(SCC(=O)Nc3ccc(S(=O)(=O)N4CCCCC4)cc3)n12,-4,-4%,?,?,-7%,-4%,-5
O=C(COc1coc(CN2CCN(c3ccccc3)CC2)cc1=O)NC1CCCCC1,/,8%,?,1%,/,12µM*,/
COc1ccc(CC(C)Nc2cccc(SC)c2)cc1 (stereo unspecified),-3,1%,8.3µM*,2%,0%,-2%,-3
O=C(Nc1cccc(Cl)c1)Nc1nccs1,69*,/,?,3%,0%&0%,43%&60%[activator],98*
COc1ccc2c(c1)OC[C@H]1[C@H]2N2C(=O)c3cc(Br)ccc3NC(=O)[C@@]2(C)[C@H]1c1ccccc1,/,2%,5.2µM*,?,/,1.7µM*,/
CSc1ccc(CCCCCCOC(=O)C(C)(C)C)cc1,/,2%,51%[activator],9%,/,37%[activator],/
